From PubChem
GRK2 aptamer HTS: inhibitors of human GRK2 displacing RNA aptamer. P25098. bead flow cytometry, FAM-aptamer displacement from GRK2. inhibition of aptamer binding, % at 10 µM. 330,000 compounds, 0.59% hits. AID 488847;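 active means inhibition of aptamer binding above 40%, roughly 3 SD of noise, on plates passing a quality check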;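 further: median bead fluorescence of bound FAM aptamer so fluorescent compounds give negative values; no value below 0 was filed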
JMJD2C inh: inhibitors of human GASC-1 (JMJD2C) demethylase; GST-JMJD2C(1-420) H3K9me3 demethylation, DELFIA europium; inhibition, % at 2.35 µM; 330,000 compounds, 0.069% hits;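 active means more than half of a compound's replicate wells show inhibition beyond 50%, single wells judged on their own value; inconclusive means some, but no more than half, of replicates pass 50% inhibition; inactive means no replicate passes 50% inhibition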;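 further: signal counts dimethyl H3K9 product captured on neutravidin plate; 0% = median of DMSO wells and 100% = 0.3 times that DMSO median; strong numbers were not always called active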
Target sequence (Q9H3R0 1-420 limits assumed): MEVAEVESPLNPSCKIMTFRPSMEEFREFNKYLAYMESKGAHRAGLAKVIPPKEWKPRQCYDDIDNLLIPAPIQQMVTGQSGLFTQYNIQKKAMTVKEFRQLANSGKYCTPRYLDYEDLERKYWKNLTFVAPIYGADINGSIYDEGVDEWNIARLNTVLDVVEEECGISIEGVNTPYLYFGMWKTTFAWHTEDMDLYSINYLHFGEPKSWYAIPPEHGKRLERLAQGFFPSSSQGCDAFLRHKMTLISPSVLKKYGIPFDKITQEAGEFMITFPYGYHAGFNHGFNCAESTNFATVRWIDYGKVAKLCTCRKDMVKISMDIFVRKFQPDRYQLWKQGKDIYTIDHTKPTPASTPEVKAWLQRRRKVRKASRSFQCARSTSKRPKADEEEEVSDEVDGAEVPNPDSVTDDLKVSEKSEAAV
AGP1 TOR yeast: modulators of TOR pathway AGP1-GFP in S. cerevisiae. 320,000 compounds, 0.02% hits. S. cerevisiae AGP1-GFP multiplex flow cytometry, 3 h; GFP as percent of DMSO wells. GFP response vs DMSO, % at 10 µM;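 active means GFP response relative to DMSO above a set limit, near screen average plus 3 SD, cut at about 150% in these data; inconclusive means fewer than 70 cells counted for the yeast strain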;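 further: median GFP channel fluorescence of the gated AGP1 strain per well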
CIT2 TOR yeast: yeast TOR pathway CIT2-GFP modulation. 320,000 compounds, 0.065% hits. AID 2029. GFP response vs DMSO, % at 10 µM. S. cerevisiae CIT2-GFP strain, flow cytometry, 3 h; 100 means same as DMSO wells;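 active means GFP response relative to DMSO above a set limit, near the screen mean plus 3 SD, cut at about 150% in these data; inconclusive means Fewer than 70 cells measured for a yeast strain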;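 further: ratio of well median GFP fluorescence to mean of DMSO wells on the plate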
LAP4-GFP MLPCN: alters LAP4-GFP fluorescence in TOR pathway yeast screen. S. cerevisiae LAP4-GFP multiplex, flow cytometry GFP, 3 h; median GFP as percent of DMSO wells. GFP response vs DMSO, % at 10 µM. 320,000 compounds, 0.34% hits. AID 2023;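 active means GFP response vs DMSO above a set limit, about the screen mean plus 3 SD, cut at about 150% in these data; inconclusive means under 70 cell events counted for the yeast strain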
VLA-4 inh: inhibition in a human VLA-4 binding assay; VLA-4 expressing cells, ligand binding flow cytometry; inhibition, % (about 7 µM as worked out from the volumes in the protocol); 330,000 compounds, 0.2% hits; P13612; in the data active means inhibition above about 50%
MEP2-GFP yeast: alters MEP2-GFP fluorescence in TOR pathway yeast screen; S. cerevisiae MEP2-GFP strain, flow cytometry GFP, 3 h; 100% = DMSO control level; GFP response vs DMSO, % at 10 µM; AID 2016; 330,000 compounds, 0.51% hits;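 active means GFP response versus DMSO above a set limit, roughly screen mean plus 3 SD, cut at about 180% in these data; inconclusive means fewer than 70 cells counted for a yeast strain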;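 further: median GFP fluorescence of the barcode-gated MEP2-GFP cells per well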
RPL19A-GFP yeast: modulators of TOR pathway RPL19A-GFP in S. cerevisiae | S. cerevisiae RPL19A-GFP strain, flow cytometry, 3 h; hits give low values | percent response vs DMSO, % at 10 µM | 330,000 compounds, 0.3% hits;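 active means percent response vs DMSO below 50%; inconclusive means fewer than 70 events counted for the yeast strain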;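 further: median channel GFP fluorescence of the barcoded RPL19A-GFP strain; ratio of sample median GFP to plate DMSO average so 100% = DMSO; lower means less RPL19A-GFP as with rapamycin TOR inhibition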
Starred values were filed as active, the others as inactive; ? = inconclusive; / = not tested or not shown; [ ] = another dose, or the depositor's remark.

SMILES	GRK2 aptamer HTS	JMJD2C inh	AGP1 TOR yeast	CIT2 TOR yeast	LAP4-GFP MLPCN	VLA-4 inh	MEP2-GFP yeast	RPL19A-GFP yeast
COC(=O)c1sccc1NC(=O)CC1C(=O)NCCN1C(=O)Nc1ccc(F)cc1F (stereo not drawn)	0.0	-0.6	93.5	82.8	96.5	2.0	92.5	96.2
COc1ccc(OC)c(N/C=C/C(=O)c2ccccc2)c1	3.0	-4.0	100.0	105.6	90.2	7.4	106.5	103.2
CCC(=O)Nc1ccc(C(=O)NNC(=O)c2cc(OC)c(OC)c(OC)c2)cc1	21.0	-14.9	109.3	104.0	112.0	-7.9	102.9	104.2
Cc1cc(C)n(C(=O)COc2ccc(Cl)cc2Cl)n1	2.0	-1.6	97.8	97.6	104.8	-5.0	98.9	100.8
Cc1ccc(/C=C/S(=O)(=O)NCC(=O)OCC(=O)NCc2ccccc2)cc1	3.0	15.8	57.9	66.3	96.5	16.9	132.8	99.2
CC(=O)c1ccc(Oc2nc(-c3cccnc3)nc3ccccc23)cc1	0.0	/	74.5	79.0	113.5	0.0	64.0	90.4
CCOc1ccc(OCC)c(NC(=O)CN2CCN(c3cccc(C)c3)CC2)c1	0.0	184.2	99.0	95.2	100.1	7.8	98.5	99.9
COc1ccc(S(=O)(=O)N2CCN(Cc3ccccc3)CC2)c(C)c1	0.0	0.4	97.0	96.2	86.8	5.3	96.5	99.2
CC(C)(C)c1ccc(-c2nc(C=O)c3ccccn23)cc1	2.0	-3.4	100.4	96.2	106.9	-10.6	103.0	99.2
COc1cc2c(cc1O)C(Cc1ccc(O)cc1)[N+](C)([O-])CC2 (stereo not drawn)	0.0	15.6	83.2	88.8	90.1	-1.2	97.3	97.5
Cc1ccc(C(=O)Nc2ccc3c4c(cccc24)CC3)cc1[N+](=O)[O-]	0.0	4.6	97.5	96.3	98.6	-2.6	102.6	101.8
Cc1ccc(C)c2sc(NC(=O)CN3C(=O)CCC3=O)nc12	0.0	4.4	111.0	114.2	108.7	14.6	91.9	97.8
N#Cc1nc(COc2cccc(Cl)c2)oc1NCc1ccco1	4.0	5.5	94.0	87.6	96.5	19.7	104.6	105.3
CCCc1nnc(NC(=O)c2cccnc2)s1	3.0	-7.9	100.2	93.4	104.0	1.8	97.5	95.1
CC(C)CC(=O)N1CCN(Cc2cccc(Cl)c2)CC1	3.0	-12.7	106.8	104.5	101.8	2.2	103.5	101.7
CCCN(CC(=O)Nc1ccccc1C)C(=O)/C=C/c1cccs1	1.0	1.0	99.4	97.6	91.8	10.0	74.7	100.8
CCOC(=O)C1(CC2CC2)CCN(Cc2cnc(-c3ccc(OC)cc3)nc2)CC1	0.0	-14.8	88.1	82.0	95.0	19.4	94.4	92.6
COc1ccccc1NC(=O)Nc1cccc(C)n1	1.0	-6.5	106.9	99.7	104.8	-12.4	107.0	103.4
CCCCNC(=O)COC(=O)c1ccc(C)c(NC(=O)c2ccco2)c1	0.0	-3.1	92.7	89.2	99.5	11.4	91.0	91.3
Cn1nc(C(C)(C)C)cc1C(=O)NCc1ccc(N2CCCC2=O)cc1	4.0	6.3	105.1	117.0	100.5	-1.6	102.0	/
Nc1nc2ccccc2n1CCOc1ccc(Cl)cc1	0.0	7.9	111.2	108.0	101.1	6.5	110.5	105.7
CC(=O)C1=C(O)C(=O)N(CCc2c[nH]c3ccccc23)C1c1cccc(O)c1 (stereo not drawn)	0.0	7.5	108.5	106.3	102.9	-16.3	102.0	105.7
Brc1cccc(-c2nc(-c3ccncc3)no2)c1	0.0	-2.3	96.4	106.8	101.6	18.4	104.6	103.2
O=C(NNc1cccc(Cl)n1)c1ccccc1CC[N+](=O)[O-]	3.0	-1.4	99.3	99.3	101.3	8.6	99.3	97.8
CCN(CC)CCNC(=O)CCc1c(C)nc2c(c(C)nn2-c2ccc(C)c(C)c2)c1C	0.0	2.6	97.7	96.4	92.6	16.3	104.4	103.5
C(=N\N1CCN(c2ccccn2)CC1)/C1=C(N2CCOCC2)C(=C/c2ccccc2)/CC1	0.0	9.6	96.4	94.7	104.2	18.7	96.8	92.5
CN(Cc1nc2ccc(F)cc2[nH]1)Cc1nc(CC2CC2)no1	0.0	-9.9	94.8	103.5	89.5	7.6	97.2	94.1
O=C(Nc1nc(-c2ccccn2)cs1)c1ccc(Cl)s1	0.0	2.1	21.6[may fluoresce violet]	?	312.1*[may fluoresce violet]	-13.2	233.2*[may fluoresce violet]	68.5[may fluoresce violet]
COc1ccc(N=C(NN)c2ccc3ccccc3n2)cc1	6.0	0.6	91.5	94.0	95.6	3.5	90.9	99.0
Cc1noc(C)c1COc1ccc(C(=O)Nc2ncccc2O)cc1	2.0	3.7	107.5	98.3	109.5	2.9	96.0	93.9
O=S1(=O)c2cccc3cccc(c23)N1Cc1nnc(-c2ccccc2Br)o1	1.0	1.6	103.6	96.4	104.2	-4.8	104.9	104.0
O=C(NCC1CCCO1)C(c1cccnc1)N(C(=O)Cc1cccs1)c1ccccc1 (stereo not drawn)	0.0	-11.2	102.2	102.5	99.4	-21.0	102.3	99.5
CCOc1ccccc1N1C(=O)c2cccnc2C1=O	1.0	-1.7	100.2	92.3	107.3	20.9	109.7	99.0
CCN1C(=NCc2ccc(OC)cc2)N[C@@H](CCc2ccccc2)[C@H](C(=O)NCc2ccc(OC)cc2)[C@H]1C	0.0	1.1	92.8	94.6	107.4	16.8	91.3	100.1
Cc1cccc(C(CC(=O)NCc2ccco2)c2ccccc2)c1O (stereo not drawn)	10.0	-4.2	100.9	94.0	106.6	-4.4	89.6	85.2
Cc1ccccc1OCC(=O)Nc1ccc2c(c1)n(C)c(=O)n2C	0.0	-15.7	98.4	84.3	101.2	21.6	89.6	90.7
COc1cc(/C=C2/C(=O)NN(c3cccc(C)c3)C2=O)ccc1OC(=O)c1ccco1	1.0	-10.4	117.1	93.0	92.5	14.5	94.3	95.9
N#C/C(=C\c1ccccc1)c1nc2ncccc2[nH]1	1.0	1.0	98.5	108.3	104.2	-1.7	105.4	99.9
CC1=C(C(=O)OCCCCCl)C(c2cc3c(cc2Br)OCO3)NC(=O)N1 (stereo not drawn)	1.0	-0.1	105.0	108.0	105.7	16.6	111.9	105.5
COc1ccc(OC(=O)c2ccc(Cl)cc2)c(C(C)=O)c1	0.0	-12.6	94.5	79.9	102.9	2.5	98.7	100.0
Cc1ccc(C)c(NC(=O)CN(C)C(=O)CSC(C)C(=O)Nc2cc(C)on2)c1 (stereo not drawn)	0.0	-1.1	101.3[may fluoresce green]	100.2[may fluoresce green]	103.6[may fluoresce green]	-8.3	102.8[may fluoresce green]	102.2[may fluoresce green]
OCCNCC(O)Cn1c2ccccc2c2ccccc21 (stereo not drawn)	0.0	-21.8	102.9	100.8	91.0	-1.0	96.0	101.9
COc1ccc(C(=O)N2CCCC(CO)(Cc3ccccc3C)C2)o1 (stereo not drawn)	2.0	3.9	112.2	102.9	104.3	-7.7	101.8	111.4
COc1ccc(-c2noc(Cn3cc(S(=O)(=O)N4CCCC4)ccc3=O)n2)cc1	1.0	-0.2	108.1	111.0	112.7	-3.7	110.1	103.1
COc1ccc(OC)c(CC(=O)NC(c2ccccc2)c2ccccc2)c1	0.0	3.7	88.7	88.1	88.6	5.8	92.7	96.6
C/C(Cc1ccccc1)=N/NC(=O)CNC(=O)C(c1ccccc1)c1ccccc1	0.0	-2.5	101.7	105.1	104.4	0.3	94.1	95.1
CCOc1ccc(Cl)cc1/C=N/NC(=O)c1ccccc1	0.0	9.1	97.4	94.1	99.5	-14.6	103.5	104.6
O=C(Cc1ccc(Br)cc1)N1CCN(c2ccccc2O)CC1	0.0	6.1	93.8	/	85.9	15.9	100.5	99.7
O=C(O)c1cc(Br)ccn1	1.0	3.8	96.6	97.8	80.1	22.2	94.4	96.3
CCN(CC)S(=O)(=O)c1ccc(N2CCOCC2)c(NC(=O)CN2C(=O)NC(C)(c3ccccc3)C2=O)c1 (stereo not drawn)	6.0	-25.8	105.1	83.2	101.1	5.4	96.7	97.5
Cc1ccc(S(=O)(=O)N(C)c2ccc(C(=O)N3CCOCC3)cc2)cc1	0.0	-0.5	94.3	112.4	101.2	1.7	105.9	101.7
CC1(C)CC(NC(=O)c2cccc(S(=O)(=O)N(Cc3ccccc3)c3ccccc3)c2)CC(C)(C)N1	0.0	-5.8	103.6	102.5	100.0	17.0	105.0	97.2
COc1ccccc1CN1CCCC(N2CCN(c3ccc(F)cc3)CC2)C1 (stereo not drawn)	0.0	19.3	?	?	89.5[may fluoresce violet]	24.7	484.5*[may fluoresce violet]	30.8*[may fluoresce violet]
CN(Cc1cccc(F)c1)C(=O)CN1CCN(S(=O)(=O)c2ccc3c(c2)OCCCO3)CC1	0.0	/	107.3	108.1	105.4	-24.1	101.3	102.5

In the list so far, these contain a Cl atom:
SMILES	GRK2 aptamer HTS	JMJD2C inh	AGP1 TOR yeast	CIT2 TOR yeast	LAP4-GFP MLPCN	VLA-4 inh	MEP2-GFP yeast	RPL19A-GFP yeast
Cc1cc(C)n(C(=O)COc2ccc(Cl)cc2Cl)n1	2.0	-1.6	97.8	97.6	104.8	-5.0	98.9	100.8
N#Cc1nc(COc2cccc(Cl)c2)oc1NCc1ccco1	4.0	5.5	94.0	87.6	96.5	19.7	104.6	105.3
CC(C)CC(=O)N1CCN(Cc2cccc(Cl)c2)CC1	3.0	-12.7	106.8	104.5	101.8	2.2	103.5	101.7
Nc1nc2ccccc2n1CCOc1ccc(Cl)cc1	0.0	7.9	111.2	108.0	101.1	6.5	110.5	105.7
O=C(NNc1cccc(Cl)n1)c1ccccc1CC[N+](=O)[O-]	3.0	-1.4	99.3	99.3	101.3	8.6	99.3	97.8
O=C(Nc1nc(-c2ccccn2)cs1)c1ccc(Cl)s1	0.0	2.1	21.6[may fluoresce violet]	?	312.1*[may fluoresce violet]	-13.2	233.2*[may fluoresce violet]	68.5[may fluoresce violet]
CC1=C(C(=O)OCCCCCl)C(c2cc3c(cc2Br)OCO3)NC(=O)N1 (stereo not drawn)	1.0	-0.1	105.0	108.0	105.7	16.6	111.9	105.5
COc1ccc(OC(=O)c2ccc(Cl)cc2)c(C(C)=O)c1	0.0	-12.6	94.5	79.9	102.9	2.5	98.7	100.0
CCOc1ccc(Cl)cc1/C=N/NC(=O)c1ccccc1	0.0	9.1	97.4	94.1	99.5	-14.6	103.5	104.6

By substructure, the entries above containing a nitro group on carbon
SMILES	GRK2 aptamer HTS	JMJD2C inh	AGP1 TOR yeast	CIT2 TOR yeast	LAP4-GFP MLPCN	VLA-4 inh	MEP2-GFP yeast	RPL19A-GFP yeast
Cc1ccc(C(=O)Nc2ccc3c4c(cccc24)CC3)cc1[N+](=O)[O-]	0.0	4.6	97.5	96.3	98.6	-2.6	102.6	101.8
O=C(NNc1cccc(Cl)n1)c1ccccc1CC[N+](=O)[O-]	3.0	-1.4	99.3	99.3	101.3	8.6	99.3	97.8
